VHR inh color: VHR1 phosphatase inhibitors, primary screen, biochemical, colorimetric, HTS; recombinant VHR phosphatase, colorimetric substrate read-out; inhibition, % at 20 µM; 0.7% of 50,000 active; AID 1992, 2009; in the data active means inhibition above about 60%; further: some results filed as inactive read as strong as hits
Target sequence (P51452 whole entry, looked up): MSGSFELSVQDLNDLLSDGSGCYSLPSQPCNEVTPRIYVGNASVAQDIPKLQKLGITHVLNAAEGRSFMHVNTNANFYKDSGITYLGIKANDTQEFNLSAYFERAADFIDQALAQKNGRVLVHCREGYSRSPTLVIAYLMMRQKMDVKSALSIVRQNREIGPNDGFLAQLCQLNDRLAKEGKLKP
* marks the source's active call; other numbers are inactive results. This is a subset; the hit share may differ from the screen's.

SMILES	VHR inh color
N#Cc1c(N)nc(SCc2ccccc2)c(C#N)c1-c1cccs1	11
CC(=O)Nc1nonc1-c1nc2ccccc2n1Cc1ccccc1	-2
Cc1cccc(/C=N/N2CCN(Cc3cccc4ccccc34)CC2)c1	-4
CCOC(=O)c1ccc2nc(C)c(C/C=C(/C)Cl)c(Cl)c2c1	-26
O=c1[nH]c(=S)n(-c2ccc(Cl)c(Cl)c2)c(O)c1/C=C1\C=CC=N1	3
O=C(c1ccc(N2CCN(C(=O)c3cccs3)CC2)cc1)c1cccc(F)c1	-5
CC1CCOC(c2cccc([N+](=O)[O-])c2)O1 (centres undefined)	-16
COc1ccc(C2/C(=C(/O)c3ccccc3)C(=O)C(=O)N2c2cccc(OC)c2)cc1 (centres undefined)	-7
Cc1ccc(C2c3c(n(C)c(=O)n(C)c3=O)N=C3c4ccccc4C(=O)C32)cc1Cl (centres undefined)	4
Cc1ccc(NC(=O)C(C)Sc2ccc(Cl)cc2)c(C)c1 (centres undefined)	-13
COc1ccc2nc(NC(=O)COc3ccc(Cl)cc3)sc2c1	-20
O=Cc1ccc(OCC(O)Cn2c3ccccc3c3ccccc32)cc1 (centres undefined)	-11
COc1ccc(NC(=S)NC(NC(=O)CC(C)C)C(Cl)(Cl)Cl)cc1OC (centres undefined)	-1
CCCCC(=O)Nc1ccc(C(=O)OCCC)cc1	107*
CC12c3ccccc3C(c3ccccc31)C1C(=O)N(c3cccc([N+](=O)[O-])c3)C(=O)C12 (centres undefined)	0
O=C(/C=C/c1ccc(OCc2ccccc2)cc1)c1ccc(F)cc1	-7
Cc1onc(-c2ccccc2)c1C(=O)Nc1ccccc1F	-7
COC(=O)c1ccc(C(=O)OC)c(NC(=O)c2ccccc2OC)c1	7
CCC(=O)Nc1cccc(NC(=O)c2ccc([N+](=O)[O-])cc2)c1	17
COc1ccc(NS(=O)(=O)c2ccc(NC(=S)NC(=O)C34CC5CC(CC(C5)C3)C4)cc2)nn1	-5
O=C1C(=O)N(c2cccnc2)C(c2ccc(O)cc2)/C1=C(\O)c1ccc(Cl)cc1 (centres undefined)	3
Clc1ccc(-c2nc3ccc(N=Cc4ccco4)cc3[nH]2)c(Cl)c1	-6
CCCCCOC(=O)C1=C(C)NC2=C(C(=O)CCC2)C1c1ccc(OC)c(Br)c1 (centres undefined)	-14
Cc1ccc(C(=O)O)cc1NC(=O)C1CCCCC1C(=O)O (centres undefined)	-16
COC(=O)c1ccccc1NC(=O)CSc1nc2ccc(N3C(=O)c4ccccc4C3=O)cc2s1	-21

Part of the list above in order of formula weight, largest number first.
SMILES	VHR inh color
COc1ccc(C2/C(=C(/O)c3ccccc3)C(=O)C(=O)N2c2cccc(OC)c2)cc1 (centres undefined)	-7
Cc1cccc(/C=N/N2CCN(Cc3cccc4ccccc34)CC2)c1	-4
CC(=O)Nc1nonc1-c1nc2ccccc2n1Cc1ccccc1	-2

The list goes on:
SMILES	VHR inh color
COC(=O)c1ccc(/C=C2/C(=O)NN(c3ccccc3)C2=O)cc1	-10
COc1ccccc1/C=C1\SC(=S)N(C(Cc2ccccc2)C(=O)O)C1=O (centres undefined)	-4
COc1ccc(C2CC(C(F)(F)F)n3ncc(C(N)=O)c3N2)cc1 (centres undefined)	-1
CN(/C(=N\S(=O)(=O)c1ccc(Cl)cc1)c1ccccc1)c1ccc(O)cc1	2
CCOC(=O)Oc1ccc2c(=O)c(Oc3ccccc3Br)coc2c1	-10
O=C(c1cccc(C(=O)N2CCCc3ccccc32)c1)N1CCCc2ccccc21	3
COc1ccc(-c2csc(Nc3ccccc3)n2)cc1	8
CC(=O)Oc1c(/C=C(\C#N)C(N)=O)[nH]c2ccccc12	-5
Cc1ccc(C)c(OCC(O)CN2CCN(c3ccccc3)CC2)c1 (centres undefined)	-17
CC(=O)Nc1cccc(NC(=O)c2cc(-c3ccccc3)nc3ccccc23)c1	17
CC1=C(C(=O)OC2CCCCC2)C(c2cc3c(cc2[N+](=O)[O-])OCO3)C2=C(CC(C)(C)CC2=O)N1 (centres undefined)	26
Cc1ccc(C(=O)Nc2ccc(I)cc2)cc1[N+](=O)[O-]	-14
O=C1c2ccccc2C(=O)N1Cc1nc2ccccc2c(=O)n1-c1nccs1	-10
C=C(C)C1CCC(C)=C1CC/C(C)=N/NC(N)=S (centres undefined)	-3
C=CCn1c(SCC(=O)NCCCN2CCOCC2)nc2sc3c(c2c1=O)CCCC3	-13
CC(=O)c1ccc(NC(=O)c2ccc3c(c2)C(=O)N(c2ccc(C)c(C)c2)C3=O)cc1	0
O=C(N/N=C/c1ccc(O)c(I)c1)c1cccc([N+](=O)[O-])c1	-17
Nc1ccc(-c2nc3cc(Cl)ccc3o2)c(Cl)c1	4
O=C(Nc1ccccc1)/C(=C\c1ccco1)NC(=O)c1ccco1	10
COc1cc(C2C3=C(CC(C)(C)CC3=O)OC3=C2C(=O)CC(C)(C)C3)ccc1OCc1ccccc1	-6
NC1=NC(=O)C(Cc2cccc(C(F)(F)F)c2)S1 (centres undefined)	14
COc1ccccc1N1CCN(C(=O)c2cc(-c3ccccc3Cl)nc3ccccc23)CC1	-4
COC(=O)C1(S(=O)(=O)c2ccc(Br)cc2)CCCC1	-34
COC(=O)c1sccc1NC(=O)c1cccc(OC)c1	15
COc1cccc(/C=N\NC(=O)CNc2ccccc2C)c1	-18

2 of these compounds, set out differently.
structure | VHR inh color
O=C(Nc1ccccc1)/C(=C\c1ccco1)NC(=O)c1ccco1 | 10
CC(=O)Nc1cccc(NC(=O)c2cc(-c3ccccc3)nc3ccccc23)c1 | 17

Next entries
SMILES	VHR inh color
COc1cccc(/C=N/NC(=O)c2cc(C34CC5CC(CC(C5)C3)C4)[nH]n2)c1	16
Cc1ccc(NC2=C(Cl)C(=O)N(c3ccccc3Cl)C2=O)c(C)c1	28
CN(C)c1ccc(/C=N/NC(=O)Cn2c3ccccc3c(=O)c3ccccc32)cc1[N+](=O)[O-]	-14
CC(C)c1ccc(/C=N/N=C2/NC(=O)C(Cc3ccccc3)S2)cc1 (centres undefined)	0
Nc1ccc2nc(SCC(=O)Nc3cccc(C(F)(F)F)c3)sc2c1	3
COc1ccccc1N1CCN(S(=O)(=O)c2ccc(Br)cc2)CC1	-17
O=C1/C(=C/C=C/c2ccccc2)SC(=S)N1c1ccc(F)cc1	-5
COc1ccc(NC(=O)c2ccc(OCC(C)C)cc2)cc1	-1
O=C1C(=O)N(Cc2cccnc2)C(c2ccc(Br)cc2)/C1=C(\O)c1ccccc1 (centres undefined)	-8
O=C(NC(=S)Nc1ccc([N+](=O)[O-])cc1O)c1ccc(Br)cc1	6
Cc1cccc(C(=O)Nc2nc3ccc(Br)cc3s2)c1	-8
CCOC(=O)C1=NN(C(=O)c2cccc(C)c2)C(O)(c2ccc(Cl)cc2)C1 (centres undefined)	-16
COc1ccc(C(=O)c2coc3ccc(O)cc23)cc1	2
O=C(CSCC(=O)Nc1ccccc1-c1ccccc1)Nc1ccccc1	-18
CCOC(=O)c1c(C)n(CCOC)c2ccc(O)cc12	-2
O=[N+]([O-])c1ccccc1C1N(c2ccccc2)CCN1c1ccccc1	11
COc1ccc(NC(=O)C2=C(C)NC(=O)NC2c2ccc(Br)cc2)cc1 (centres undefined)	-10
Cc1ccc(-c2nc3ccccc3c(=O)n2CCCn2ccnc2)cc1	3
C=CCOc1ccc(/C=C2/C(=O)NC(=O)N(c3ccc(C)cc3)C2=O)cc1OCC	-8
COC(=O)C1=C(C(=O)OC)SC(=C2C(=S)C(C)(C)N(C(=O)c3ccc4ccccc4c3)c3ccccc32)S1	-3
C#CCOc1nc(OCC#C)nc(OCC#C)n1	-16
O=[N+]([O-])c1ccc(C=Nc2ccc(Cl)cc2Cl)s1	-1
O=C(NC(=S)Nc1ccc(-c2nc3ccccc3[nH]2)cc1)c1ccco1	-3
CC(C)(C)C(=O)Nc1ccc(-c2nc3ccccc3o2)cc1	3
COc1cccc(N(CC(=O)Nc2cc(Cl)cc(Cl)c2)S(=O)(=O)c2ccccc2)c1	1
(continued)
SMILES	VHR inh color
CCCC(C)NS(=O)(=O)c1cc(Cl)ccc1Cl (centres undefined)	4
O=C(/C=C/c1cccc([N+](=O)[O-])c1)Nc1ccc(N2CCCCC2)cc1	-4
COc1ccc(C(c2c(O)c3ccccc3oc2=O)c2c(O)c3ccccc3oc2=O)cc1CSc1ccccn1	-10
COc1ccc(CC(=O)c2ccc(C(=O)Cc3ccc(OC)c(OC)c3)cc2)cc1OC	7
COc1ccc(CN2CCN(C(C)C)CC2)c(OC)c1OC	8
CCN1C(=O)/C(=C\c2cc(Cl)ccc2OCc2ccc(F)cc2)SC1=S	0
COc1cc2c(cc1NS(=O)(=O)c1ccc3ccccc3c1)oc1ccccc12	26
Cc1ccccc1C(=O)N1CCN(Cc2ccccc2)CC1	20
O=C(Cc1ccccc1)Nc1ccc2c(c1)OCCO2	1
CCCOc1ccc(N2C(=O)CC(N3CCN(c4ccccc4)CC3)C2=O)cc1 (centres undefined)	-13
COc1ccccc1C1/C(=C(\O)c2ccc(Cl)cc2)C(=O)C(=O)N1CCCCCC(=O)O (centres undefined)	-12
CC1(C)CC(=O)C(C=NCC2CCN(C(=O)Nc3ccccc3)CC2)=C(O)C1	0
COc1ccccc1CNS(=O)(=O)c1ccc(Cl)cc1	1
CCOC(=O)Cc1nnc(NC(=O)c2cccs2)s1	-31
CCc1c(C)sc(NC(=O)CCc2ccc(OC)cc2)c1C#N	-18
COc1ccc(CCNS(=O)(=O)c2ccc([N+](=O)[O-])cc2)cc1OC	2
O=C(NCc1ccc(Cl)cc1)c1cnn2c(C(F)(F)F)cc(-c3ccco3)nc12	-15
CC(Oc1ccccc1)C(=O)N1CCN(c2ccc(F)cc2)CC1 (centres undefined)	-3
COC(=O)C1=C(C)NC2=C(C(=O)c3ccccc32)C1c1ccc(I)o1 (centres undefined)	-12
COc1cc(/C=N/N2C(=O)CSC2=S)ccc1OCCOc1ccc(C(C)(C)C)cc1	-28
CC(COCCc1nnc(NC(=O)c2ccccc2)s1)OCCc1nnc(NC(=O)c2ccccc2)s1 (centres undefined)	-9
O=C(CSc1nc2sc3c(c2c(=O)[nH]1)CCCC3)NCc1ccccc1	11
COc1cc(C(=O)N2c3ccccc3CC2C)cc(OC)c1OC (centres undefined)	-16
COCCOC(=O)c1c(C)oc2ccc(OCC(=O)C(C)(C)C)cc12	-6
COC(=O)c1ccc(-c2ccc(/C=C3/SC(=S)N(c4ccccc4)C3=O)o2)cc1	-17

Rewritten as labelled records: 4 of the compounds above.
COCCOC(=O)c1c(C)oc2ccc(OCC(=O)C(C)(C)C)cc12
  VHR inh color: -6

COc1cc2c(cc1NS(=O)(=O)c1ccc3ccccc3c1)oc1ccccc12
  VHR inh color: 26

COc1cc(/C=N/N2C(=O)CSC2=S)ccc1OCCOc1ccc(C(C)(C)C)cc1
  VHR inh color: -28

COC(=O)C1=C(C)NC2=C(C(=O)c3ccccc32)C1c1ccc(I)o1 (centres undefined)
  VHR inh color: -12

Later entries
SMILES	VHR inh color
COc1ccc(C(=O)Nc2cc(Cl)ccc2Cl)cc1NC(C)=O	2
COC(=O)c1cnn2c(C(F)(F)F)cc(-c3ccccc3)nc12	-25
COC(=O)c1c(NC(=O)c2cccc(OC)c2)sc(C)c1C	6
Cc1ccc(N2C(=O)NC(=O)/C(=C\c3sccc3C)C2=O)cc1	9
Cc1ccc(C2CC(C(F)(F)F)n3ncc(C(=O)Nc4cccc(Cl)c4)c3N2)cc1 (centres undefined)	-19
O=C(Nc1ccc(Oc2ccccc2)cc1)c1ccc(Cl)cc1[N+](=O)[O-]	-1
Cc1cc(C)nc(NS(=O)(=O)c2ccc(NC(=S)NC(=O)/C=C/c3ccc([N+](=O)[O-])cc3)cc2)n1	-25
O=C(/C(=C\c1ccc([N+](=O)[O-])cc1)n1cncn1)c1ccc(Cl)cc1Cl	36
Cc1ccc(-c2cc(C(=O)N/N=C/c3ccc([N+](=O)[O-])cc3)[nH]n2)cc1	-7
O=C(/C=C/c1ccco1)Nc1cc(Cl)ccc1C(=O)O	66
S=C(c1ccc(-c2ccc(Cl)cc2Cl)o1)N1CCN(c2ccccc2)CC1	14
COc1ccc(CSc2nc3ccccc3o2)cc1	-11
COc1cccc(OCCOc2cccc(/C=C3/SC(=S)N(Cc4ccccc4)C3=O)c2)c1	112*
Cc1ccc(C)c(NC(=O)c2ccccc2F)c1	-9
CCOC(=O)c1ccc(NC(=O)c2ccc(OCC)c(Cl)c2)cc1	-5
NNc1cc(-c2ccccc2O)nc(-c2ccccc2)n1	-7
COc1cc(/C=C/c2nc(O)c([N+](=O)[O-])c(=O)[nH]2)ccc1OCc1ccccc1	-32
COc1ccc(NC(=O)CN(c2ccc(Cl)cc2)S(C)(=O)=O)cc1OC	-8
N#CC(C#N)=C1C(=O)N(Cc2ccc3c(c2)OCO3)c2ccccc21	4
CCOC(=O)c1sc2ncc([N+](=O)[O-])c(NC)c2c1N	-8
COc1ccc(NC(=O)CN(c2ccc(C(C)C)cc2)S(=O)(=O)c2ccccc2)c(OC)c1	-15
Cc1cc(C=O)c(C)n1-c1ccc2ccccc2c1	-2
CC1(C)CN1S(=O)(=O)c1ccc(Cl)cc1 (centres undefined)	-20
CCc1ccc(NC(=O)C(=O)NCCN2CCOCC2)cc1	13
COc1ccc(C(=O)N2CCN(C3C4CC5CC(C4)CC3C5)CC2)cc1OC (centres undefined)	9
O=C(Nc1ccccc1C(=O)N1CCN(Cc2ccccc2)CC1)c1ccco1	-4
CS(=O)(=O)N(Cc1ccc(C(=O)N2CCc3ccccc3C2)cc1)c1ccccc1	-36
COc1ccc(-c2nc3sc(C)c(C)c3c(=O)[nH]2)cc1C	-8

Laid out differently: 2 of the compounds above
molecule | VHR inh color
N#CC(C#N)=C1C(=O)N(Cc2ccc3c(c2)OCO3)c2ccccc21 | 4
CCOC(=O)c1sc2ncc([N+](=O)[O-])c(NC)c2c1N | -8
